Assay outcomes (PubChem)
TDP1 inh: blocks human tyrosyl-DNA phosphodiesterase 1; recombinant TDP1, AlphaScreen DNA substrate cleavage; Potency, µM (highest dose often 130 µM), for inactives: at the highest dose activity change, negative = inhibition, most hits filed as inhibitors; Q9NUW8; 350,000 compounds, 0.28% hits; note: nearly all actives have a fitted effect of over 40% in size
Target sequence (Q9NUW8 whole entry, looked up): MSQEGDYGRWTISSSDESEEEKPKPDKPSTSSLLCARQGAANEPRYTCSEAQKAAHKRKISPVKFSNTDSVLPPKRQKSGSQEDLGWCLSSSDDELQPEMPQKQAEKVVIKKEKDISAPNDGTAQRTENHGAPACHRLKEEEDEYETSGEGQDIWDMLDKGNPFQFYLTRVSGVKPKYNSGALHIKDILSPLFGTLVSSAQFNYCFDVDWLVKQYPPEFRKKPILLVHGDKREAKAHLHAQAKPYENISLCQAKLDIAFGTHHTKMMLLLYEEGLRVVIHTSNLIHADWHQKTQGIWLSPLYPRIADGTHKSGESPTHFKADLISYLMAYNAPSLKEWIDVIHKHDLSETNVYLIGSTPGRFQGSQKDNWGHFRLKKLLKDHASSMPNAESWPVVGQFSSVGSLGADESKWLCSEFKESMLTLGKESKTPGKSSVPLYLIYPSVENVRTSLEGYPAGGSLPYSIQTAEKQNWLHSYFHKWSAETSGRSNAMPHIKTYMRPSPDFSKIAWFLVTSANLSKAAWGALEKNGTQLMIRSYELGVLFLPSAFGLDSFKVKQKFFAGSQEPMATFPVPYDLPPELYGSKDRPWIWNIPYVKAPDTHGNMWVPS
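Tdp1 1 nM final; 15 min RT w/ cpd; substrate 15 nM, 5 min; beads 10 ug/ml, 10 min; AlphaScreen read. Neg ctrl: no enzyme.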
TDP1 cell noCPT: qHTS for Inhibitors of human tyrosyl-DNA phosphodiesterase 1 (TDP1): qHTS in cells in absence of CPT | DT40 Tdp1-/- hTDP1 cells, no CPT, ATP luminescence, 48 h | Potency, µM (doses to about 46.2 µM), for the others: at the top dose activity change, negative = growth inhibition, actives largely listed as inhibitors | 420,000 compounds, 15% hits | AID 686978, 2013; note: nearly all actives have a fitted effect of over 55% in size
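Stably hTDP1-transfected Tdp1-null chicken DT40 cells were treated with library compounds minus camptothecin and grown for at least 48 hr at 37 °C, after which cellular ATP was quantified by luminescence.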
TDP1 cell CPT: DT40-hTDP1 cell growth loss with CPT; chicken DT40 Tdp1-/-;hTDP1 cells + 20 nM CPT, ATP luminescence, 48 h; Potency, µM (top dose mostly 46.2 µM), for the others: top-dose activity change, negative = growth inhibition, most hits filed as inhibitors; 420,000 compounds, 12% hits; AID 686979; note: nearly all actives have a fitted effect of over 55% in size
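Chicken DT40 Tdp1-/- cells stably complemented with human TDP1 were seeded at 400 cells/well in medium containing 20 nM camptothecin, exposed to pin-transferred compounds, and grown at 37 °C for at least 48 hr. Viability was read as ATP luminescence.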
An asterisk follows results filed as active; ? = inconclusive; nt = not tested or not shown; & = joins results of further samples; [ ] = remark or other dose. Calls come from the whole dose curve; as a rule, active = well fitted curve in the direction sought with a large enough effect; inconclusive = small, poorly fitted or top-dose-only effect, or another doubt; inactive = no such curve, though single readings can be large; an effect the other way counts as inactive or inconclusive. % is set by controls: 0 for no effect and ±100 for the full control effect; potency is the fitted concentration of half-maximal effect.

no.	SMILES	TDP1 inh	TDP1 cell noCPT	TDP1 cell CPT
1	O=C(C[C@@H]1C/C=C\CCCC(=O)OC[C@@H]2CCCN2C1=O)N[C@H](CO)Cc1ccccc1	0%	-8%	4%
2	COc1cccc(CNS(=O)(=O)c2ccc3c(c2)NC(=O)CS3)c1	2%	-30%	-28%
3	CC(=O)NC1(c2cccc(F)c2)CCN(CC(=O)NC2CCCCC2)CC1	3%	-12%	-15%
4	COc1ccc(NC(=O)c2cc(C3CCCCN3S(=O)(=O)c3ccc(F)cc3F)on2)c(C)c1 (centres undefined)	nt	15µM*	?
5	CCOC(=O)C1=NNC2(c3ccccc3)C(=O)N(c3cccc(Br)c3)C(=O)C12 (centres undefined)	3%	-3%	-6%
6	Cc1cccn2cc(-c3ccc(F)cc3)cc12	-1%	?	-16%
7	CC1(C(=O)NS(=O)(=O)c2ccccc2)CCN1C(=O)C1(c2ccc(Cl)cc2)CC1 (centres undefined)	nt	0%	?
8	Cc1cn2c(=O)cc(COC(=O)c3ccc(NC(=O)c4ccc(F)cc4)cc3)nc2s1	-4%	?	?
9	Cc1ccccc1Oc1ccc2c(c1)[C@@H]1C[C@H](N(C)C(=O)Nc3cc(Cl)cc(Cl)c3)[C@H]([C@H](C)O)C(=O)N1CC2	nt	18µM*	?
10	O=C(CCNC(=O)c1ccccc1Cl)Nc1ccc(S(=O)(=O)Nc2nccs2)cc1	1%	-5%	-8%
11	CC(=O)N1CCC2(CCCN(Cc3nccs3)C2)CC1	nt	-9%	5%
12	Cc1cccc(OCCCCCn2ccnc2)c1	6%	?	?
13	O=C(c1[nH]c(C(F)(F)F)nc1-c1ccccc1)N1CCN(C/C=C/c2ccccc2)CC1	nt	-18%	5%
14	Cc1ccc(C(=O)C2=C(O)C(=O)N(Cc3cccnc3)C2c2ccc(Br)cc2)o1 (centres undefined)	7%	?	?
15	O=C(COC(=O)c1ccc(-c2ccc([N+](=O)[O-])cc2)o1)NC(=O)NC12CC3CC(CC(C3)C1)C2	4%	13µM*	16µM*
16	O=C1NC(Cc2ccc(O)cc2)c2nc3cc(F)c(F)cc3c(=O)n2-c2cc3ccccc3cc21 (centres undefined)	nt	?	?
17	COc1ccc(-c2csc(NC(=S)NC(=O)c3cccs3)n2)cc1Br	3%	?	?
18	CC1=C(C(=O)N(C)C)CC(CC(=O)NC(c2ccccc2)c2ccccc2)C(=O)N1CCC1=CCCCC1 (centres undefined)	nt	21µM*	?
19	COCCN1C(=O)N[C@@H](c2ccccc2)C(C(C)=O)=C1C	6%&5%	4%	15%
20	COc1ccccc1OCc1ccc(C(=O)Nc2ccncc2)o1	2%	21µM*	?
21	COc1ccc(S(=O)(=O)N2CCCCC2)cc1NC(=O)CCC(=O)N1CCC(c2ccccc2)=N1	nt	2%	7%
22	CCOC(=O)c1cc2ccc3ccccc3c2s1	nt	-24%	-20%
23	CN(CC(=O)Nc1ccccc1C(F)(F)F)C(=O)COc1ncnc2sccc12	3%	-7%	2%
24	CCN(C(=O)Cn1c(=O)oc2cc(S(=O)(=O)N3CCCCCC3)ccc21)c1cccc(C)c1	-3%	21µM*	?
25	CCOc1ccc(N2CC(C(=O)Nc3cccc(S(=O)(=O)N4CCOCC4)c3)CC2=O)cc1 (centres undefined)	nt	?	1%
26	COCCCNC(=S)NNC(=O)Cn1nc(C)c(Br)c1C	2%	-4%	2%
27	CCOc1ccc(S(=O)(=O)N(CC)CC(=O)N2CCCC2)cc1C	nt	-27%	?
28	COc1ccc(N(CC(=O)N/N=C(\C)c2ccc(C)cc2)S(=O)(=O)c2ccccc2)cc1	nt	-29%	-27%
29	CCOc1ccc(NC(=O)c2ccc(-n3cccn3)nc2)cc1	3%	-10%	-5%
30	CSc1nc(N)c2ncn([C@H]3O[C@H](COP(=O)(O)OP(=O)(O)O)[C@@H](O)[C@@H]3O)c2n1	12%[56.1 µM]	?	?
31	CN(C)/C=C(/C#N)C(=O)c1cccc(Oc2ccc(C(C)(C)C)cc2)c1	3%	?	-26%
32	COc1cccc(CN2CCC(Oc3ccc(C(=O)N4CCCCC4)cc3)CC2)c1O	4%	-7%	-25%
33	N#CC1=C(N)Oc2cc(O)ccc2C1C1CCCCC1 (centres undefined)	7%	?	?
34	Cc1cc(=O)n2[nH]c(-c3ccc(Cl)cc3)cc2n1	-3%	21µM*	18µM*
35	CC(=O)c1cccc(NC(=O)C(C)OC(=O)C2=NNC(=O)CC2)c1 (centres undefined)	0%	-16%	-24%
36	COc1cccc(C2C(C#N)=C(N)Oc3cc(C)n(Cc4ccccn4)c(=O)c32)c1OC (centres undefined)	3%	8%	3%
37	Cc1ccc(S(=O)(=O)CC(C)N2CCN(C3CCCCC3)CC2)cc1 (centres undefined)	-12%	-23%	1%
38	Cc1cc(S(=O)(=O)NC[C@H]2O[C@@H](n3ccc(N)nc3=O)[C@H](O)[C@@H]2O)c(C)s1	nt	-20%	-11%
39	OCCC1CN(Cc2nc3ccccc3s2)CCN1CCc1ccccc1 (centres undefined)	0%	26µM*	?
40	Cc1sc2nc(CSC(C)C(=O)N(C)CC(=O)Nc3ccccc3C(F)(F)F)[nH]c(=O)c2c1C (centres undefined)	4%[0.505 µM]	?	-27%
41	CCOC(=O)c1c(-c2ccccc2)oc2ccc(OC)cc12	-11%	?	-5%
42	Cn1c(=O)c2c(nc(SCC(=O)Nc3ccc(F)cc3)n2Cc2ccccc2F)n(C)c1=O	1%	?	-23%
43	N=C(c1cccc([N+](=O)[O-])c1)N1CCCCC1	0%	18%	?
44	CN(C(=O)Nc1ccccc1)C1CCCc2ccccc21 (centres undefined)	nt	?	-4%
45	COc1ccccc1-c1ccc([C@@H]2C[C@H]3[C@H](CON3C)CN2C(=O)c2ccc(-c3ccccc3)cc2)cc1	nt	?	?

Entries of single compounds, quoted from the list.
Record of `CCOC(=O)c1c(-c2ccccc2)oc2ccc(OC)cc12` → TDP1 inh: -11%; TDP1 cell noCPT: ?; TDP1 cell CPT: -5%
Record of `COc1cccc(CN2CCC(Oc3ccc(C(=O)N4CCCCC4)cc3)CC2)c1O` → TDP1 inh: 4%; TDP1 cell noCPT: -7%; TDP1 cell CPT: -25%
Record of `Cc1cc(=O)n2[nH]c(-c3ccc(Cl)cc3)cc2n1` → TDP1 inh: -3%; TDP1 cell noCPT: 21µM*; TDP1 cell CPT: 18µM*

Remaining list, next part
no.	SMILES	TDP1 inh	TDP1 cell noCPT	TDP1 cell CPT
46	CSCC[C@@H](C(=O)NCCCCCCCCCCC(=O)N1CCN(C(=O)OC(C)(C)C)CC1)n1cc(CCO)nn1	nt	15µM*	21µM*
47	Fc1cccc(Cc2c(-c3cccc(Cl)c3)nc3ccc(Br)cn23)c1	nt	15µM*	?
48	CNC(=O)CSc1nc2nn(-c3ccccc3)c(=O)c-2c2n1CCCCC2	6%	-11%	33%[activator]
49	O=c1[nH]c(N2CCCCC2)nc2c1CCCC2	1%	-13%	-24%
50	Cc1ccc2nc(-c3ccc(C#N)cc3)c(Cc3ccccc3C(F)(F)F)n2c1	nt	?	23µM*
51	COc1ccc(/C=C(\C#N)C(=O)OCCNC(=O)c2ccncc2)cc1	3%	0%	7%
52	COC(=O)C1=C(C)N(c2ccc(F)cc2)/C(=C/c2ccc(O)cc2)C1=O	5%	?	2%
53	Cc1ccc(C)c(NC(=O)C2CCN(S(=O)(=O)c3ccc4c(c3)NC(=O)CO4)CC2)c1	6%	-15%	-5%
54	CC[C@H](C)[C@@H](CNC)NC[C@@H](Cc1ccc(O)cc1)NCC(C)(C)C	nt	-29%	?
55	CC(C)C[C@@H](CNCC(=O)[C@H](CC(C)C)NC(=O)c1[nH]cnc1C(=O)N[C@@H](C)CN)NC(=O)c1nc[nH]c1C(=O)N[C@@H](C)C(=O)O	nt	-6%	-13%
56	COC(=O)c1cc(NC(=S)N2CCN(c3ccccn3)CC2)cc(C(=O)OC)c1	3%	-11%	-9%
57	O=c1cc(C(F)(F)F)nc(-c2cccnc2)[nH]1	0%	3%	5%
58	C/C(=N\NC(=O)CNC(=O)c1cccc(F)c1)c1ccc2ccccc2c1	nt	-15%	-14%
59	c1ccc(C(c2ccccc2)N2CCN(Cc3nnnn3C3CCCC3)CC2)cc1	2%	16µM*	?
60	CN(c1ccccc1)S(=O)(=O)c1ccc(C(=O)N2CCCC2)cc1	-2%	-29%	-23%
61	Cc1nn(C)c(C)c1CN(C)C(=O)c1cnn2c1NC(c1ccccc1)CC2C(F)(F)F (centres undefined)	1%	?	?
62	CC1Cc2ccccc2N1C(=O)CSc1nnc(C2CC2)n1C (centres undefined)	9%	-26%	?
63	O=C1NC[C@@H](CCCCN2CCN(CCC3CCCCC3)C(=O)C2=O)N(CCC2CCCCC2)C1=O	nt	-13%	-16%
64	C=CCSC1=N/C(=C\C=C\c2ccco2)C(=O)S1	2%	18µM*	23µM*
65	Cc1ccc(S(=O)(=O)NC(=O)c2ccc(Br)o2)cc1	6%&0%	-20%	-24%
66	COC(=O)C1=C(C(=O)OC)[C@@H]2N(C)c3ccccc3[C@@]23C[C@@H](C(=O)OC)N(C(=O)c2ccc(Br)cc2)C3=N1	5%	?	?
67	COc1cccc2sc(/N=C/N(C)C)nc12	3%	7%	5%
68	COc1cccc(C(=O)Nc2sc3c(c2C(=O)O)CCCC3)c1	nt	?	-24%
69	Cc1ccc2sc(NC(=O)C3CC3)nc2c1C	1%	?	?
70	Cc1cc(C(=O)CSc2nnc(-c3ccccc3)n2-c2ccccc2)c(C)n1-c1ncn[nH]1	-11%	-7%	-2%
71	O=C(O)c1cscc1Cc1cccs1	nt	3%	-24%
72	CCC(=O)Oc1ccc(/C=C(\C#N)c2nc3ccccc3[nH]2)cc1OC	-7%[12.3 µM]	?	?
73	Cc1cc(NC(=O)c2cc(-c3cccs3)on2)no1	3%	-23%	-22%
74	CCOc1ccc(CCNC(=O)C2CCCN(S(=O)(=O)N(C)c3ccc(F)cc3)C2)cc1 (centres undefined)	-5%	21µM*	21µM*
75	Cc1ccc(NC(=O)C2CCCN2C(=O)NCc2ccccc2)cc1 (centres undefined)	6%	0%	6%

Nothing new here: entries from further up.
no.	SMILES	TDP1 inh	TDP1 cell noCPT	TDP1 cell CPT
61	Cc1nn(C)c(C)c1CN(C)C(=O)c1cnn2c1NC(c1ccccc1)CC2C(F)(F)F (centres undefined)	1%	?	?
62	CC1Cc2ccccc2N1C(=O)CSc1nnc(C2CC2)n1C (centres undefined)	9%	-26%	?

(next part)
no.	SMILES	TDP1 inh	TDP1 cell noCPT	TDP1 cell CPT
76	CN(C(=O)COc1ccccc1)c1nnc(-c2ccncc2)s1	0%	-10%	-7%
77	O=C(c1ccco1)N1CCN(c2c([N+](=O)[O-])nn(-c3cccc(Cl)c3)[n+]2[O-])CC1	5%	?	16µM*
78	CC(C)c1nc2cc(C(=O)N3CCNC(=O)C3c3ccc(F)cc3)ccc2o1 (centres undefined)	3%	-25%	?
79	Cc1cc(C)n2nc(C(=O)OCC(=O)NCc3ccc(Cl)cc3)nc2n1	0%	11%	0%
80	COc1ccc(CCNC(=O)CCCn2c(=O)c3cccn3c3ccc(F)cc32)cc1OC	3%	12µM*	15µM*
81	COc1ccccc1NC(=O)c1ccc(S(=O)(=O)N2CCCC2)cc1	4%	-26%	-2%
82	O=C(NC(=S)Nc1ccc(F)c(Cl)c1)C1CC1	4%	-1%	-3%
83	Cc1cc(C)nc(/N=C(\N)Nc2ccc(OCCC(C)C)cc2)n1	1%	12µM*	9.2µM*
84	Cc1ccc(CN(C)C(=O)CCNC(=O)c2ccc(Cl)cc2)o1	nt	?	-27%
85	O=C(CSc1nnc(CNc2ccc(Cl)cc2)o1)Nc1nc2ccccc2s1	6%	?	-25%
86	O=C(c1ccco1)N1CCN(C(=O)C(Sc2ccccc2)c2ccccc2)CC1 (centres undefined)	2%	?	16µM*
87	O=C(c1cnc2n(c1=O)CCS2)N(C1CCCCC1)C1CCCCC1	5%	23µM*	?
88	CC(C)C(C)/C=C/C(C)C1CCC2C3=CCC4CC(=O)CC[C@@]4(C)C3CC[C@]21C (some centres undefined)	5%	-17%	3%
89	C(=NN1CCCCCC1)c1ccc2c(c1)OCO2	nt	-9%	5%
90	O=C(Nc1ccccc1)NC1(C(=O)NCc2ccc3c(c2)OCO3)CCCCC1	-1%	-20%	-27%
91	Cc1ccc(CN2CCN(Cc3ccc(-n4cccn4)cc3)CC2CCO)cc1 (centres undefined)	0%	-26%	-6%
92	COc1cccc(C2C(C(=O)c3cc4ccccc4o3)=C(O)C(=O)N2CCN2CCOCC2)c1 (centres undefined)	-4%	-23%	3%
